DENV2 CPE: DENV2-induced cell death inhibition; DENV2-infected cells, cytopathic effect rescue, plate reader; CPE inhibition, % at 9.99 µM; 350,000 compounds, 1.7% hits; AID 651640; in the data active means CPE inhibition above about 20%, passing the limit was not always enough; inconclusive means no clear call, values can overlap the other calls; tested in BHK-21 cells;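 further: 0% = median of neutral control wells and 100% = median of positive control wells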
ERAP1 inh: blocks human ERAP1 aminopeptidase activity; Q9NZ08; recombinant ERAP1, Leu-AMC fluorescence, 60 min; inhibition, % at 10.7 µM; 340,000 compounds, 0.15% hits; AID 652197;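 active means mean replicate inhibition of at least 30%, or all replicates individually reaching that 30% level; inactive means mean below 30% and not every replicate reaching it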;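 further: 0% = neutral control wells and 100% = L-leucinethiol positive control wells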
Target sequence (Q9NZ08 whole entry, looked up): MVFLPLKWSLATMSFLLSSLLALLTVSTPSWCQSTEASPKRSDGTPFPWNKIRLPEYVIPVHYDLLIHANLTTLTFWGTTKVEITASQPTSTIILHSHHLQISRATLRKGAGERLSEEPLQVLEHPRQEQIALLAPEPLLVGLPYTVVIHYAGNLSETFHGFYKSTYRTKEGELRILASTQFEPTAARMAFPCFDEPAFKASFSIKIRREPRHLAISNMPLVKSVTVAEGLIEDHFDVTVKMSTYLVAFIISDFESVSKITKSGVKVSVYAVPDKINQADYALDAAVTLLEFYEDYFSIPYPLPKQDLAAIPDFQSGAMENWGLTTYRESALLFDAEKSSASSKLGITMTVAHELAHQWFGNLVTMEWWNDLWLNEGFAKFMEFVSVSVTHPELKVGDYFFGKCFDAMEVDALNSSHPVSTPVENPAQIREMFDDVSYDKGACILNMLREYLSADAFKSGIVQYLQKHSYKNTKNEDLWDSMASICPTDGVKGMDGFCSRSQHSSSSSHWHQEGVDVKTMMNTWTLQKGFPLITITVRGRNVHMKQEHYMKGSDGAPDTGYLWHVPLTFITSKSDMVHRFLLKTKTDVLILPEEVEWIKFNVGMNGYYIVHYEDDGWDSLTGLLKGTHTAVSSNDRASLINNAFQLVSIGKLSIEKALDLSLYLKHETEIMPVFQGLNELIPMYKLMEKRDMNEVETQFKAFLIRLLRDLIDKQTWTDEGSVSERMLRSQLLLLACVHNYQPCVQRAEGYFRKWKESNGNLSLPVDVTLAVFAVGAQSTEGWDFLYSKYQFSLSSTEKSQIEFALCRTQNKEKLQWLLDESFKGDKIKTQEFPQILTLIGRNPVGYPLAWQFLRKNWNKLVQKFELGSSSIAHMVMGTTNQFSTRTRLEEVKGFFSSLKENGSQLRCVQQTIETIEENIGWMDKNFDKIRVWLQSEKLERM
miR-122 sensor: blocks miR-122 activity in Huh7 sensor cells | 340,000 compounds, 0.3% hits | activation (reporter increase), % at 12.5 µM | AID 602342 | Huh7 miR-122 Renilla luciferase sensor, 48 h; neutral wells = 0, positive control = 100;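 active means mean replicate activation score at least 90 and every replicate individually at or above 90; inconclusive means only one of the two criteria met; inactive means neither criterion met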;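 further: higher luciferase means less miR-122 activity so hits act as miR-122 inhibitors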
Casp6 inh: blocks human caspase-6 cleavage activity | inhibition, % at 12.5 µM | purified caspase-6, Z-VEID-R110 cleavage fluorescence | 350,000 compounds, 0.53% hits | P55212 | AID 686996;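 active means mean inhibition across replicates at least about 35%, with every replicate also reaching that limit, limit read from the data; inconclusive means only one of the two criteria met; inactive means neither criterion met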;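 further: 0% = median of neutral control wells and 100% = no fluorescence left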
SIRT5 inh: inhibitors of human sirtuin-5 desuccinylase. Q9NXA8. Purified SirT5, succinyl-peptide AMC, trypsin-coupled fluorescence. inhibition, % at 15 µM. 330,000 compounds, 1.1% hits; in the data active means inhibition above about 15%; inconclusive means no clear call, values can overlap the other calls
CFTR F508del cor: correctors of CFTR F508del function in bronchial epithelial cells; CFBE cells, YFP halide quenching; stimulated with forskolin plus potentiator P3; % fluorescence drop versus neutral controls; activity (quench increase), % at 7.58 µM; 350,000 compounds, 0.36% hits;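 active means mean added fluorescence quench of at least 8% versus neutral control, with both replicates also reaching 8%; inconclusive means only one of the mean or replicate conditions met; inactive means mean below 8% and not both replicates reaching 8%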;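 further: cells transiently co-express mutant CFTR-F508del with the halide-sensitive YFP; corrector assay measuring rescue of mutant channel to the surface after 24 h compound exposure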
ERp5 inh: ERp5 (human) disulfide isomerase inhibition. inhibition, % at 9.99 µM. ERp5 insulin aggregation, absorbance 650 nm, 90 min. 350,000 compounds, 0.05% hits. Q15084;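 active means mean replicate inhibition above about 25%, with every replicate also reaching it, limit read from the data, passing the limit was not always enough; inconclusive means only one of those two criteria met; inactive means neither criterion met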
Starred values were filed as active, the others as inactive; [ ] = remark or other dose.

How did Oc1ccccc1N1CCN(c2ncnc3sc(-c4ccccc4)cc23)CC1 do in these assays?
DENV2 CPE: 4; ERAP1 inh: -5; miR-122 sensor: -6; Casp6 inh: -4; SIRT5 inh: 2; CFTR F508del cor: -1.6; ERp5 inh: 8

Results for COc1ccccc1N1CCN(C(=O)CSc2nc(C)c(C)c(=O)[nH]2)CC1 ?
DENV2 CPE: 5; Casp6 inh: -3; SIRT5 inh: 0; CFTR F508del cor: -3.9; ERp5 inh: 0

How did O=C(Cn1nc(Cc2cccnc2)c2ccccc2c1=O)NCC1COc2ccccc2O1 (stereo not given) do in these assays?
DENV2 CPE: 7; ERAP1 inh: -1; miR-122 sensor: -7; Casp6 inh: 1; SIRT5 inh: -1; CFTR F508del cor: -2.6; ERp5 inh: 10

How did CC1CN(CC(O)COC2CCC(C(C)(C)C)CC2)CC(C)O1 (stereo not given) do in these assays?
ERAP1 inh: -6; Casp6 inh: 0; SIRT5 inh: 1; CFTR F508del cor: -3.9; ERp5 inh: 6

What do the screens show for `Cc1cccc(OC(=O)c2ccc3c(=O)n4c(nc3c2)CCC4)c1`?
DENV2 CPE: -3; ERAP1 inh: -1; miR-122 sensor: -4; Casp6 inh: 1; CFTR F508del cor: -1.8; ERp5 inh: -2

How did Cc1ccc(S(=O)(=O)N(Cc2c(F)cccc2Cl)C(=O)N2CCN(C)CC2)cc1 do in these assays?
DENV2 CPE: 2; ERAP1 inh: -1; miR-122 sensor: 0; Casp6 inh: 0; SIRT5 inh: -4; CFTR F508del cor: 1.6; ERp5 inh: -1

How did Cc1ccc(CNC(=O)CCCc2nc3ccccc3s2)cc1 do in these assays?
DENV2 CPE: 9; ERAP1 inh: 2; Casp6 inh: 3; SIRT5 inh: -5; CFTR F508del cor: -2.9; ERp5 inh: -5

Results for NC(=O)C1Cc2ccccc2CN1C(=O)c1cccc(Oc2ccccc2)c1 (stereo not given) ?
DENV2 CPE: 6; ERAP1 inh: -2; Casp6 inh: 0; SIRT5 inh: 8; CFTR F508del cor: 0.1; ERp5 inh: 2

Results for NCC[C@H]1CC[C@@H](NC(=O)C2CCCC2)[C@@H](CO)O1 ?
DENV2 CPE: -7; ERAP1 inh: -3; miR-122 sensor: -3[16.7 µM]; Casp6 inh: -3; SIRT5 inh: 3; CFTR F508del cor: -1.4; ERp5 inh: -5

How did Cc1ccccc1C(=O)Nc1ccc(N2CCN(C)CC2)nc1 do in these assays?
DENV2 CPE: -5; ERAP1 inh: 8; Casp6 inh: -5; SIRT5 inh: -1; CFTR F508del cor: 0.6; ERp5 inh: 0

Results for CN(C)c1ccc(/C=N/NC(=O)c2ccccn2)cc1 ?
DENV2 CPE: -3; ERAP1 inh: 2; Casp6 inh: 1; SIRT5 inh: 0; CFTR F508del cor: 1.7

How did Cc1ccc(C(=O)OCC(=O)NNC(=O)c2ccc([N+](=O)[O-])cc2)o1 do in these assays?
DENV2 CPE: 8; ERAP1 inh: 3; Casp6 inh: 23; SIRT5 inh: -2; CFTR F508del cor: -3.7; ERp5 inh: 6

What do the screens show for `COc1ccc(Cl)cc1-c1nc(SCC(=O)NC(C)C)n[nH]1`?
DENV2 CPE: 14; ERAP1 inh: 3; miR-122 sensor: -3; Casp6 inh: 1; SIRT5 inh: 5; CFTR F508del cor: -0.2; ERp5 inh: -6

How did Cc1cccnc1CCNC(=O)C1CCC(=O)N(Cc2cccc(F)c2)C1 (stereo not given) do in these assays?
DENV2 CPE: -3; ERAP1 inh: 0; miR-122 sensor: -8; Casp6 inh: -4; SIRT5 inh: -2; CFTR F508del cor: -0.4; ERp5 inh: -6

What do the screens show for `CCn1c(C(C)NC(=O)c2cccs2)n[nH]c1=S` (stereo not given)?
DENV2 CPE: inconclusive; ERAP1 inh: 9; miR-122 sensor: -4; Casp6 inh: 0; SIRT5 inh: -5; CFTR F508del cor: -3.0; ERp5 inh: 0

What do the screens show for `Cc1ccc(S(=O)(=O)N(C)C[C@H]2OCCCC[C@H](C)Oc3ccc(NS(=O)(=O)c4cccs4)cc3C(=O)N([C@H](C)CO)C[C@H]2C)cc1`?
DENV2 CPE: -3; ERAP1 inh: 1; miR-122 sensor: 1[16.7 µM]; Casp6 inh: 1; SIRT5 inh: 11; CFTR F508del cor: 1.0; ERp5 inh: -1

Results for CC1CN(C(=O)CSc2nc(N)c(NC(=O)c3ccc(C(F)(F)F)cc3)c(=O)[nH]2)CC(C)O1 (stereo not given) ?
DENV2 CPE: -2; ERAP1 inh: -5; miR-122 sensor: -2; Casp6 inh: -1; SIRT5 inh: 0; CFTR F508del cor: 3.8; ERp5 inh: 8

How did COc1ccc(NC(=O)N2CC[C@@H]3[C@@H](CO)N(C)c4ccc(-c5ccc(F)cc5)cc4[C@@H]32)cc1 do in these assays?
DENV2 CPE: -5; ERAP1 inh: 0; miR-122 sensor: 1[16.7 µM]; Casp6 inh: -2; SIRT5 inh: -1; CFTR F508del cor: 2.0; ERp5 inh: -3

How did CO[C@H]1CN(C)C(=O)c2cc(NC(=O)NC(C)C)ccc2OC[C@@H](C)N(Cc2ccccn2)C[C@@H]1C do in these assays?
DENV2 CPE: 13; ERAP1 inh: -3; Casp6 inh: -1; SIRT5 inh: -3; CFTR F508del cor: 1.8; ERp5 inh: -3

Results for COC(=O)CCCC1=CC2=CC(=O)C(C)(OC(=O)c3cccs3)C(=O)C2=CN1Cc1ccco1 (stereo not given) ?
DENV2 CPE: inconclusive; miR-122 sensor: -2; Casp6 inh: 47*; CFTR F508del cor: -1.8; ERp5 inh: 1

Quoted from the listing, 2 compounds:
How did CO[C@H]1CN(C)C(=O)c2cc(NC(=O)NC(C)C)ccc2OC[C@@H](C)N(Cc2ccccn2)C[C@@H]1C do in these assays?
DENV2 CPE: 13; ERAP1 inh: -3; Casp6 inh: -1; SIRT5 inh: -3; CFTR F508del cor: 1.8; ERp5 inh: -3

Results for COC(=O)CCCC1=CC2=CC(=O)C(C)(OC(=O)c3cccs3)C(=O)C2=CN1Cc1ccco1 (stereo not given) ?
DENV2 CPE: inconclusive; miR-122 sensor: -2; Casp6 inh: 47*; CFTR F508del cor: -1.8; ERp5 inh: 1

Retrieved one by one from above, 3 records:
How did Cc1cccnc1CCNC(=O)C1CCC(=O)N(Cc2cccc(F)c2)C1 (stereo not given) do in these assays?
DENV2 CPE: -3; ERAP1 inh: 0; miR-122 sensor: -8; Casp6 inh: -4; SIRT5 inh: -2; CFTR F508del cor: -0.4; ERp5 inh: -6

Results for CN(C)c1ccc(/C=N/NC(=O)c2ccccn2)cc1 ?
DENV2 CPE: -3; ERAP1 inh: 2; Casp6 inh: 1; SIRT5 inh: 0; CFTR F508del cor: 1.7

How did Cc1ccc(CNC(=O)CCCc2nc3ccccc3s2)cc1 do in these assays?
DENV2 CPE: 9; ERAP1 inh: 2; Casp6 inh: 3; SIRT5 inh: -5; CFTR F508del cor: -2.9; ERp5 inh: -5

Following part:
Results for CCN(C[C@H]1N[C@@](Cc2ccccc2)(C(=O)OC)[C@H]2C(=O)N(Cc3ccccc3)C(=O)[C@@H]12)S(=O)(=O)c1ccc(C(C)(C)C)cc1 ?
DENV2 CPE: 7; ERAP1 inh: -1; miR-122 sensor: -8; Casp6 inh: 0; SIRT5 inh: -2; CFTR F508del cor: 2.8; ERp5 inh: 4

How did C[C@H](CO)N1C[C@H](C)[C@@H](CN(C)Cc2ccc(C(=O)O)cc2)Oc2ccc(NC(=O)CCN3CCOCC3)cc2C1=O do in these assays?
DENV2 CPE: -2; ERAP1 inh: 5; miR-122 sensor: -2[16.7 µM]; Casp6 inh: -1; SIRT5 inh: 9; CFTR F508del cor: 0.3; ERp5 inh: 0

Results for Cc1ccc(C(=O)N/C(=C\c2cccs2)C(=O)N2CCN(C)CC2)cc1C ?
DENV2 CPE: 1; ERAP1 inh: 2; miR-122 sensor: 1; Casp6 inh: -8; SIRT5 inh: 0; CFTR F508del cor: -3.3; ERp5 inh: -5

Results for CCNC(=O)C1(C)CCCN(Cc2ccc(Oc3ccccc3)cc2)C1 (stereo not given) ?
DENV2 CPE: -4; ERAP1 inh: -3; miR-122 sensor: 2; Casp6 inh: 1; CFTR F508del cor: 0.9; ERp5 inh: -8

What do the screens show for `C[C@H](CO)N1C[C@H](C)[C@H](CN(C)S(=O)(=O)c2cn(C)cn2)OCCCC[C@H](C)Oc2ccc(NC(=O)Nc3ccc4c(c3)OCO4)cc2C1=O`?
DENV2 CPE: 3; ERAP1 inh: -3; miR-122 sensor: 7[16.7 µM]; Casp6 inh: 3; SIRT5 inh: -1; CFTR F508del cor: -0.9; ERp5 inh: -6

Results for COc1ccc(Nc2nc3ccc(C)cn3c(=O)c2/C=N/O)cc1 ?
DENV2 CPE: 2; ERAP1 inh: -2; miR-122 sensor: -5; Casp6 inh: 3; SIRT5 inh: -8; CFTR F508del cor: -3.5; ERp5 inh: 1

What do the screens show for `Cc1noc(C)c1NC(=O)N(C)C[C@H]1Oc2ccc(NC(=O)C3CCCCC3)cc2CC(=O)N([C@@H](C)CO)C[C@H]1C`?
DENV2 CPE: -2; ERAP1 inh: 0; miR-122 sensor: -2[16.7 µM]; Casp6 inh: 1; SIRT5 inh: 2; CFTR F508del cor: -2.9; ERp5 inh: -3

How did C[C@@H]1CN([C@H](C)CO)C(=O)c2cccc(NC(=O)CCCCCC(=O)Nc3ccccc3N)c2O[C@@H]1CN(C)C(=O)Nc1ccc(F)cc1 do in these assays?
DENV2 CPE: -11; ERAP1 inh: -2; Casp6 inh: 4; SIRT5 inh: 11; CFTR F508del cor: -0.3; ERp5 inh: 7

Results for C[C@@H]1CN([C@H](C)CO)C(=O)c2cc(-c3ccc(F)cc3)cnc2O[C@H]1CN(C)C(=O)Cc1ccccn1 ?
DENV2 CPE: 5; ERAP1 inh: 2; miR-122 sensor: -1[16.7 µM]; Casp6 inh: -2; SIRT5 inh: 23*; CFTR F508del cor: 0.1; ERp5 inh: -2

Results for Cc1c(O)ccc2c(CC(=O)N[C@@H](Cc3ccccc3)C(=O)O)cc(=O)oc12 ?
DENV2 CPE: 1; ERAP1 inh: 13; miR-122 sensor: 3; Casp6 inh: 6; SIRT5 inh: -24; CFTR F508del cor: -3.2; ERp5 inh: 5

Results for Cc1ccc(-c2nnn(CC(=O)N(CCO)C(C(=O)NC(C)(C)C)c3ccncc3)n2)cc1 (stereo not given) ?
DENV2 CPE: -2; ERAP1 inh: -2; miR-122 sensor: -4; Casp6 inh: -2; SIRT5 inh: -2; CFTR F508del cor: -1.7; ERp5 inh: 4

What do the screens show for `C=CC1=C2C=C(C3CC3)N(C3CC3)C=C2C(=O)C(C)(OC(=O)c2ccco2)C1=O` (stereo not given)?
DENV2 CPE: 3; ERAP1 inh: 2; miR-122 sensor: 7; Casp6 inh: 6; SIRT5 inh: -3; CFTR F508del cor: -2.0; ERp5 inh: 5

What do the screens show for `CCCn1c(SCC(=O)NC)nc2sc3c(c2c1=O)CCC3`?
DENV2 CPE: 0; ERAP1 inh: -5; miR-122 sensor: -1; Casp6 inh: -1; SIRT5 inh: -6; CFTR F508del cor: -1.0; ERp5 inh: -2

Results for COc1ccccc1-n1cnnc1SCC(=O)NCC1CCCO1 (stereo not given) ?
DENV2 CPE: 8; ERAP1 inh: 3; miR-122 sensor: 1; Casp6 inh: -2; SIRT5 inh: -3; CFTR F508del cor: 1.6; ERp5 inh: 9

Results for Cc1ccc(NC(=O)c2cc(N3C(=O)CCC3=O)ccc2N2CCCCC2)cc1 ?
DENV2 CPE: 2; ERAP1 inh: -2; Casp6 inh: 1; SIRT5 inh: 0; CFTR F508del cor: -3.3; ERp5 inh: -1

Compound activity (PubChem BioAssay)
